D2 antagonist = HTS Assay for Allosteric Antagonists of the Human D2 Dopamine Receptor: Primary Screen for Antagonists. AID 485344, 2010. inhibition, % at 10 µM. HEK293 TREx D2 cells, calcium flux, dopamine EC80. D(2) dopamine receptor (Homo sapiens), P14416. 2% of 340,000 active; in the data active = inhibition above about 30%; also: 0% is about no effect
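Inhibition of EC80 dopamine-driven calcium flux, recorded kinetically, defines activity here; cells are a tetracycline-induced HEK293 T-REx line expressing force-coupled D2.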
TRHR PAM = qHTS for Small Molecule Agonists and Allosteric Enhancers of Human TRH Receptor: Primary Screen for Enhancers; TRHR cells, fluo-8 calcium fluorescence, EC20 TRH enhancement; 0.66% of 360,000 active; enhancement, % at 2 µM; Thyrotropin-releasing hormone receptor (Homo sapiens), P34981; in the data active = enhancement above about 30%; also: 0% is about no effect
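Enhancer read-out: after compound pinning and an initial kinetic agonist-mode read, an EC20 of TRH (10 nM final) was injected and fluo-8 calcium signal (Ex 480/Em 530) followed at 1 s/cycle for 100 cycles in TRHR-expressing cells.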
D1 PAM = Potentiators of Human D1 Dopamine Receptor: qHTS; D(1A) dopamine receptor (Homo sapiens), P21728; HEK293 TREx D1 cells, calcium flux, dopamine EC20 potentiation; potentiation, % at 10 µM; 0.036% of 360,000 active; in the data active = potentiation above about 30%; also: 0% is about no effect
RXFP1 antagonist = qHTS Assay for Antagonists of the Relaxin Receptor RXFP1 | Relaxin receptor 1 (Homo sapiens), Q9HBX9 | HEK293-RXFP1, relaxin-stimulated cAMP HTRF, 30 min; active compounds read low | activity change, negative = inhibition, % at 57.5 µM | 0.59% of 350,000 active | AID 1259400, 2018;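 active = activity change of -60% or lower, but not beyond a set lower limit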; also: % is scaled to controls: 0 for no effect and ±100 for the full control effect
Target sequence (Q9HBX9 whole entry, looked up): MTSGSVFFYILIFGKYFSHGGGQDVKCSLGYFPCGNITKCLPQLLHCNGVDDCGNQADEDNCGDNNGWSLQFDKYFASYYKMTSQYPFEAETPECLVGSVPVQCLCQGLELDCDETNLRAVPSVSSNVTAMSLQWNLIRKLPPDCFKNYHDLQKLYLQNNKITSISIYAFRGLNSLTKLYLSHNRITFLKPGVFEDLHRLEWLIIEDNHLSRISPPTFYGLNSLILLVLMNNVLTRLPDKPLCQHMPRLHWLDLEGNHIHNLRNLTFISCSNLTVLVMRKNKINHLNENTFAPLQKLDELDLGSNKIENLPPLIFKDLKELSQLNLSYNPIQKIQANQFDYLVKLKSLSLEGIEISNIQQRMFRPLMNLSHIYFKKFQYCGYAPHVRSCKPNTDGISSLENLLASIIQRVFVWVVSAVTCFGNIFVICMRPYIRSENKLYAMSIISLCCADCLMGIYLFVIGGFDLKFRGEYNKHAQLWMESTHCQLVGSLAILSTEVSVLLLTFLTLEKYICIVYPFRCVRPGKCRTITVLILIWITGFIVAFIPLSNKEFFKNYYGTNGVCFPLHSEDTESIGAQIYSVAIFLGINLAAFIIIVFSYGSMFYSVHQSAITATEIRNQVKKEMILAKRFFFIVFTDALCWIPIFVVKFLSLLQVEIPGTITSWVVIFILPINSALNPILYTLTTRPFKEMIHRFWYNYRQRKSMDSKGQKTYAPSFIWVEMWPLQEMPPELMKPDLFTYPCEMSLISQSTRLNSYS
D1 antagonist = Antagonist of Human D 1 Dopamine Receptor: qHTS; D(1A) dopamine receptor (Homo sapiens), P21728; HEK293 TREx D1 cells, calcium flux, dopamine EC80; active compounds read low; activity change, negative = inhibition, % at 10 µM; 3.2% of 360,000 active; AID 504652, 2011; in the data active = activity change below about -30%; also: % is scaled to controls: 0 for no effect and ±100 for the full control effect
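Cells carrying a force-coupled, tetracycline-inducible human D1 receptor report calcium flux. Each well gets a 10 s baseline, compound with 180 s monitoring, then an EC80 dopamine stimulus with a second 180 s kinetic read.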
D2 PAM = HTS Assay for Positive Allosteric Modulators of the Human D2 Dopamine Receptor: Primary Screen for Potentiators | HEK293 T-REx D2, calcium flux, EC20 dopamine potentiation | potentiation, % at 10 µM | 0.34% of 340,000 active;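 active = potentiation over 3 SD above the plate norm, cut at about 30% in these data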; also: 0% is about no effect
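Primary screen. Calcium kinetics in induced HEK293 T-REx D2 cells: compound pre-addition 180 s, EC20 dopamine, 180 s more.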
D2 ag = HTS Assay for Allosteric Agonists of the Human D2 Dopamine Receptor: Primary Screen for Agonists. activation, % at 2 µM. 0.53% of 340,000 active. D(2) dopamine receptor (Homo sapiens), P14416. AID 485358, 2010. HEK293 T-REx D2 cells, calcium flux agonist mode;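 active = activation over 3 SD above normal in the single-dose calcium agonist read, cut at about 30% in these data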; also: 0% is about no effect
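In this primary screen, compounds producing a positive calcium signal within 180 s of addition to tetracycline-induced, force-coupled HEK293 Trex D2 cells are flagged; cells are dye-loaded with a no-wash calcium kit beforehand.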
TRHR ag = qHTS for Small Molecule Agonists and Allosteric Enhancers of Human TRH Receptor: Primary Screen for Agonists. 0.18% of 360,000 active. Thyrotropin-releasing hormone receptor (Homo sapiens), P34981. TRHR cells, calcium flux fluo-8, FDSS agonist mode. activation, % at 2 µM; also: 0% is about no effect
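TRHR-expressing cells, plated overnight in medium with 10% serum, were loaded with fluo-8 calcium dye at room temperature. After a 10 s baseline, library compound was pin-added and calcium release was recorded kinetically (ex 480/em 530) as agonist response.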
D1 agonist = Allosteric Agonists of the Human D1 Dopamine Receptor: qHTS. D(1A) dopamine receptor (Homo sapiens), P21728. HEK293 T-REx D1 cells, calcium flux, agonist mode. activation, % at 2 µM. 1% of 360,000 active. AID 504660, 2011; also: 0% is about no effect
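Tetracycline-induced HEK293 TREx D1 cells, force-coupled to calcium signalling, were dye-loaded with a no-wash calcium kit. Compound was pin-added after a 10 s baseline. Fluorescence was read kinetically at 1 cycle/s for 180 s, with calcium rises flagged as agonism.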
An asterisk follows results filed as active; x = not tested or not shown; & = joins results of further samples. Rule as the data show it, unless noted: active = activation above about 30%; inactive = the rest.

Every second line gives: D2 antagonist, TRHR PAM, D1 PAM, RXFP1 antagonist, D1 antagonist, D2 PAM, D2 ag, TRHR ag, D1 agonist
C/C(CCC(C)C)=N\Nc1cc(C)c2ccccc2n1
→ 0, -5, 2, -3, -2, -1, 1.0, 0.3, 5
C=CCN1CC2CC3(COc4cc(C)cc(C)c4)C=CC2(O3)C1=O (stereo not drawn)
→ -1, -1, -1, -4, 0, -1, 21, -2.0, 0
O=C(NCc1cccs1)C1CCN(S(=O)(=O)c2ccc(Br)s2)CC1
→ x, -5, -2, -5, -14, x, x, -0.6, 4
COC(=O)c1cn(NC(=O)Cc2ccc(Cl)c(Cl)c2)c(=O)c2ccccc12
→ -7, -1, 2, -23, -2, 10, 0.7, 0.3, 0
CCc1nc2sc(C(C)=O)c(N)c2c2c1CCCC2
→ -5, -5, -3, 3, -4, 14, -0.1, -0.5, 3
C=CCn1c(C)c(C(C)=O)c(SC)nc1=S
→ -9, 1, 0, -2, 4, 2, 0.7, 0.1, 1
O=C(CN1CCN(c2ccccc2)CC1)Nc1ccccc1Cl
→ -18, 13, -3, -7, x, 10, 18, 1.0, 0
CN(C)CCCNC(NC(=O)c1cccs1)C(Cl)(Cl)Cl (stereo not drawn)
→ -3, 8, 0, x, 7, -6, 1.0, 0.4, 0
O=C(CCN1C(=O)/C(=C/c2ccccc2)SC1=S)NCCCN1CCOCC1
→ 8, 12, x, -12, -14, -2, 0.1, 0.6, 13
COc1cccc(C(=O)N(CN2CCCC2=O)c2cccc(Cl)c2)c1OC
→ -10, -4, 10, -15, 10, 6, 0.0, -0.1, -3
OC1CCN(C(=S)NCCc2ccccc2)CC1
→ 2, 1, -3, -1, 12, 0, -0.4, -0.3, 0
O=c1[nH]c(/C=C/c2cccnc2)c([N+](=O)[O-])c(=O)[nH]1
→ 8, 5, -2, -4, -3, 10, 0.6, 0.0, 1
O=C1CN(C(=O)COc2ccc(Cl)cc2)C(c2ccccc2)c2cc(Br)ccc2N1 (stereo not drawn)
→ x, 1, 0, -34, 0, 19, 0.6, 0.4, 7
COc1ccc(N(CC(=O)Nc2cc([N+](=O)[O-])ccc2C)S(C)(=O)=O)cc1OC
→ x, 6, -5, -12, -5, -10, x, 0.3, 2
Cc1ccc(SC(C)C(=O)Nc2cccnc2)cc1 (stereo not drawn)
→ 4, 8, -6, 2, -14, 12, -0.1, -0.7, 5
Cc1ccc(S(=O)(=O)NNC(=O)C2Cc3c(ccc4ccccc34)O2)cc1 (stereo not drawn)
→ 0, -4, -3, -1, -23, -3, 0.8, 0.0, 33*
COc1ccc(NC(=O)Cc2c(F)c(F)c(F)c(F)c2F)cc1OC
→ -12, -7, -3, -12, -16, -6, 0.5, 0.6, 4
CCOc1ccccc1CNC(=O)c1ccc(NC(=O)N2CCSc3ncccc32)cc1
→ x, 2, -3, -11, -7, 3, 0.0, 0.0, 3
CN(CC(=O)Nc1ccccc1Br)C(=O)c1cc([N+](=O)[O-])ccc1N1CCOCC1
→ -1, -1, -4, -5, 1, 1, 0.4, -0.2, 1
O=S(=O)(c1ccc2ccccc2c1)N1CCN(C(=S)Nc2ccc(F)cc2)CC1
→ 2, -5, -3, -21, 0, 9, 1.1, 0.4, 0
COC(=O)c1nc(NC(=O)c2ccc(Br)cc2)n[nH]1
→ 7, 0, -3, 12, 1, 12, -0.3, 0.0, 0
Cn1c(SCC(=O)NC(=O)Nc2ccccc2)nnc1-c1ccncc1
→ -5, -3, -1, -3, -3, -4, -0.5, 0.3, 3
COc1cc(C=O)ccc1OCc1ccccc1Br
→ -4, -1, 5, -6, 2, 1, -0.4, -2.6, 2
COc1cc(CN2CCCCCC2)c([N+](=O)[O-])cc1OC
→ -2, 9, -2, 10, -2, -5, 0.4, 0.1, 6
C#CCOCCOCCOCCNc1nc(N2CCN(C(=O)Cn3cc(CCCN=C(N)N)nn3)CC2)nc(N2CCN(C(=O)[C@H](CCCCN)n3cc(CC(C)O)nn3)CC2)n1 (stereo partly drawn)
→ 2, -1, -6, x, -13, 7, 0.9, 0.3, 2
Cc1ccc(/C=C2/SC(=Nc3ccc(F)cc3)NC2=O)s1
→ -10, -4, 5, 1, 0, -6, 1.4, 0.6, 5
Nc1nc(NCC(=O)O)nc(N2CCCCCC2)c1[N+](=O)[O-]
→ x, 2, -1, 3, -6, x, x, -0.1, 4
Cc1cccc(C(=O)N(Cc2nc3ccccc3c(=O)[nH]2)C2CCCC2)c1
→ -6, -9, -8, -19, -9, 7, 0.3, -1.8, 0
O=C1CSC(c2ccccc2)N1CCc1ccccc1 (stereo not drawn)
→ x, 1, -2, 7, 0, x, x, -0.2, 1
Cc1cc(Cl)ccc1OCC(=O)NNC(=O)c1ccco1
→ 10, -5, -1, 17, -20, -3, -0.3, -0.3, 2
Cc1cccc(CNC(=O)c2ccc(NC(=O)N3CC(C)Sc4ccccc43)cc2)c1 (stereo not drawn)
→ x, 0, 11, -5, 0, -1, -0.2, 0.3, -1
O=C(OCC(=O)N1CCN(C(=O)c2ccco2)CC1)c1cccc(O)c1
→ x, -4, 1, 10, -6, x, x, 0.2, 6
COc1ccccc1CNC(=O)CCS(=O)(=O)c1ccc2c(c1)CC(C)N2C(=O)C1CC1 (stereo not drawn)
→ 12, 30&-2, -3&-2, -2&6, 5&6, -2, 0.7&4.2, 0.7&-0.1, 1&4
COc1ccc(NC(=O)CN(C)S(=O)(=O)c2ccc3c(c2)CCC(=O)N3)c(OC)c1
→ -14, 3&-5, -2&-5, -4, 0&-2, 1&-2, -0.2&-0.6, 0.1&0.3, 1&0
Cc1ccc(C)c(Cn2c3ccccc3c3cnn(CC(=O)N4CCCCC4)c(=O)c32)c1
→ x, -3, 4, 0, 8, x, x, -0.2, -2
O=C(Cn1nnc2ccccc2c1=O)Nc1cc(C(F)(F)F)ccc1N1CCOCC1
→ 14, 0, 0, -8, -5, -7, 0.4, -1.1, 1
CCOc1cc(CNC(=O)NC2COc3ccc(OC)cc3C2)cc(OCC)c1OCC (stereo not drawn)
→ x, 1, -2, -12, -2, -6, -0.4, -0.6, 1
Cc1ccc(C)c(NS(=O)(=O)c2ccc3c(c2)Cc2cc(S(=O)(=O)Nc4cc(C)ccc4C)ccc2-3)c1
→ -3, -1, -4, -8, 14, 13, 2.3, 0.9, 1
Cc1cccc(C(=O)NCCNC(=O)c2cnccn2)c1
→ 7, -1, -1, -1, -2, 13, -0.3, -0.7, 2
CCCc1nnc(NC(=O)CS(=O)(=O)c2ccccc2)s1
→ 5, 16, x, -25, 0, 6, 0.1, -0.1, 17
Cc1cc(NCc2ccccc2Cl)n2nnnc2n1
→ 1, 3, 0, -12, -5, 10, -0.7, -1.4, 4
O=C(O)CCC(=O)NCC1OCCc2ccccc21 (stereo not drawn)
→ -1, 3, 6, 6, 5, 6, -0.1, -0.8, 0
CN1c2ccccc2C(C)(C)C12CC(c1ccc(S(=O)(=O)N3CCCCC3)cc1)=NO2 (stereo not drawn)
→ 0, -7, -8, 2, 10, -4, -0.1, -0.4, 2
O=C(NCc1ccco1)c1n[nH]c(=O)c2ccccc12
→ -8, 2, -7, -7, -12, -2, -0.2, 0.2, 1
CCOC(=O)N1CCN(C(=O)c2cn(C)c3ccc(S(=O)(=O)N(CC)CC)cc3c2=O)CC1
→ x, -2, 2, 7, 1, x, x, -1.2, 2
Oc1ccc(C23CCCC2C2(CCCC2)c2ccc(O)cc2O3)c(O)c1 (stereo not drawn)
→ -17, 5, x, 1, -8, 4, 0.4, 0.2, 152*
C=CCn1c(SCc2cc(C(=O)OC)c(C)o2)nnc1-c1ccncc1
→ -1, 6, 0, -11, -9, 13, 0.2, -0.1, 9
Cc1ccccc1OCC(=O)Nc1ccc(C)c(S(=O)(=O)N2CCCCCC2)c1
→ -8, -18, 5, 4, -21, -5, -0.9, 1.6, 8
Cc1ccc(OCc2nnc(SCC(=O)Nc3ccc4c(c3)OCO4)n2C)cc1
→ x, 7, 1, 25, 4, 1, x, -2.0, 1
Cc1cccc(C(=O)NCCc2nc3ccccc3n2Cc2ccc(Cl)cc2)c1
→ x, 0, 2, -19, -1, -2, 0.6, -0.9, 10
O=C(Nc1ccc(OC(F)(F)F)cc1)c1ccc2ccccc2n1
→ 16, -2, 2, 12, -2, 0, 0.6, 0.4, 8
Oc1ccc(Cl)cc1C(C#Cc1ccccc1)N1CCOCC1 (stereo not drawn)
→ -19, 1, 1, -8, 4, 10, -1.6, -0.6, 3
CCCc1cc(C(=O)Nc2cccc(C(C)=O)c2)no1
→ 27, 2, 0, 17, -5, -23, -0.2, -0.1, 2
COc1ccc(-c2[nH]c(-c3ccccc3)nc2SCC(=O)NC2CCCC2)cc1
→ -28, 9&28, 4&-6, -32&5, -10&8, -20&-11, 1.3&-0.1, 1.1&2.9, -1&-4

Compound profiles, from the list above. Order of values: D2 antagonist	TRHR PAM	D1 PAM	RXFP1 antagonist	D1 antagonist	D2 PAM	D2 ag	TRHR ag	D1 agonist
Results for `Cc1ccc(OCc2nnc(SCC(=O)Nc3ccc4c(c3)OCO4)n2C)cc1` → x	7	1	25	4	1	x	-2.0	1
Results for `O=C(CN1CCN(c2ccccc2)CC1)Nc1ccccc1Cl` → -18	13	-3	-7	x	10	18	1.0	0

Screening data deposited in PubChem BioAssay by National Center for Advancing Translational Sciences (NCATS).

Hits appear at their usual frequency. About 7.1% of those tested had a hit in this group.
